Shn3 inh set2 – Schnurri-3 reporter inhibition in Clone20 osteoblasts; 0.52% of 360,000 active; AID 588674; Clone20 osteoblast Shn3 3'UTR firefly luciferase, 24 h; inhibition, % at 12.5 µM;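 active means mean inhibition of at least 75% with every replicate also reaching 75%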;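 further: 0% = median of neutral control wells and 100% = pilot-screen positive control compound; some compounds past the cut are filed as inactive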
PDI inh – inhibitors of human protein disulfide isomerase | PDI insulin aggregation turbidity, A650, 90 min | inhibition, % at 10 µM | 0.052% of 350,000 active;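 active means mean inhibition across replicates of 30% or more, whatever share of single replicates reach that level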;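 further: absorbance from insulin aggregation driven by PDI reduction with DTT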
hiPSC survival – enhancers of human iPSC single-cell survival | survival enhancement, % at 20 µM | 0.044% of 360,000 active | AID 602274 | hiPSC single-cell survival, ATPlite luminescence; 100% = ROCK inhibitor wells, 0% = DMSO; in the data active means survival enhancement above about 18%;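 further: cells exposed to compounds for 16 hours before the ATP read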
HTR2A ag – mouse HTR2A agonism via beta-arrestin recruitment. P35363. CHO-K1 mHTR2A beta-arrestin complementation, luminescence; percent of 30 µM serotonin response. activation, % at 7.6 µM. 0.66% of 360,000 active. AID 624169;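 active means activation above a run cutoff, the mean activation of all tested compounds plus 3 SD, cut at about 14% in these data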;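 further: 0% = plate median of compound wells and 100% = 30 µM serotonin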
Target sequence (P35363 whole entry, looked up): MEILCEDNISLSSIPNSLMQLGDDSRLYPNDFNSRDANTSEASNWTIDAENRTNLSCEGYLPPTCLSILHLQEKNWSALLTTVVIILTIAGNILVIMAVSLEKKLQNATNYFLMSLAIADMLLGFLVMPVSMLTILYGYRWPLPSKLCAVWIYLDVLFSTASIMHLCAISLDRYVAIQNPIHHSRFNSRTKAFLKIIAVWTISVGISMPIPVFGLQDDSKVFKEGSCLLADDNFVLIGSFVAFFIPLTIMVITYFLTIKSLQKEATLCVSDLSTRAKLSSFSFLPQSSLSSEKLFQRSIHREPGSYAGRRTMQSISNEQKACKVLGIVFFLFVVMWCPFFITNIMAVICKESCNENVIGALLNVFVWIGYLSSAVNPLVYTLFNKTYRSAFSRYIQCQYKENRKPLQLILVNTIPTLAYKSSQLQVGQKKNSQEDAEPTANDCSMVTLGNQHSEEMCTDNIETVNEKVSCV
NR2E3 ag-1 – agonists of human NR2E3 nuclear receptor. CHO-S Gal4-NCOR/VP16-NR2E3 two-hybrid, luciferase. 0.35% of 360,000 active. Q9Y5X4. inhibition of corepressor binding, % at 3.98 µM. AID 602229;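 active means inhibition above the mean of all tested compounds plus 3 SD, cut at about 70% in these data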;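 further: 0% = DMSO with NR2E3 transfected cells and 100% = cells lacking NR2E3 construct; higher means lower luciferase signal from less NR2E3 corepressor binding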
Target sequence (Q9Y5X4 whole entry, looked up, the tested form may be a part): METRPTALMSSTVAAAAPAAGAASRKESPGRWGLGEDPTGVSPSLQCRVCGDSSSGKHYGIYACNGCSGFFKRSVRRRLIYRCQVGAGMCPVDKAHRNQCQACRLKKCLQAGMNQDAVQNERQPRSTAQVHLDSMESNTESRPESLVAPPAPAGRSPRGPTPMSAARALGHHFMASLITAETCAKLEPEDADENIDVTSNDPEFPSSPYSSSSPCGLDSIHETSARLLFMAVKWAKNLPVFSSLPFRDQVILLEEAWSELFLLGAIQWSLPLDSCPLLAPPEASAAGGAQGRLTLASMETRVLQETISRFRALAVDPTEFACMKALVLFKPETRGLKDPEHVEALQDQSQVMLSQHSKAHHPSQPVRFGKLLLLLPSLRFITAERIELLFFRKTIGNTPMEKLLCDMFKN
Peg3 promoter – reduces Peg3 promoter-driven luciferase expression in HeLa; HeLa PEG-Prom luciferase reporter, luminescence, overnight; inhibition, % at 20 µM; 1.7% of 360,000 active; AID 588405;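 active means inhibition of at least 50% at 20 µM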
H9c2 protect – modulators protecting cardiomyocytes from myocardial damage | H9c2 cardiomyocytes, H2O2 injury protection, ATPLite, 2 h | protection from H2O2 cell death, % at 20 µM | 0.63% of 360,000 active | AID 588492;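 active means compounds giving at least 50% protection of heart cells from peroxide-induced death in the single-dose screen, raw or plate-pattern-corrected value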;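 further: 0% = DMSO wells with peroxide and 100% = DMSO wells without peroxide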
NR2E3 ag-2 – activates human photoreceptor nuclear receptor NR2E3; GST-NR2E3/biotin-RetCOR TR-FRET, 1536-well; Q9Y5X4; AID 2300; 0.12% of 320,000 active; inhibition of corepressor binding, % at 4.78 µM;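 active means percent inhibition above the cutoff of mean plus 3 SD of all tested compounds, set per screening campaign, cut at about 20% in these data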;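 further: 0% = DMSO wells and 100% = biotin wells as full block of FRET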
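Test system – NR2E3–RetCOR corepressor complex · Quantity – NR2E3 fusion 1.35 nM · Buffer or medium – Tris pH 7.5 · Incubation – Compound–protein incubation for 5 h at 4 °C · Technique – TR-FRET, Eu(K)-anti-GST donor, streptavidin-D2 acceptor, ex 340, em 617/671 nm · Evaluation – percent inhibition of 671/617 nm emission ratio versus biotin and DMSO controls · Plate – 1536-well format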
HIF-2a block – blocks HIF-2a reporter activity; 0.72% of 360,000 active; 786-0 RCC cells HIF-2a reporter, luciferase luminescence, overnight; AID 624352; inhibition, % at 18.8 µM;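 active means inhibition of the luminescence signal of 40% or more relative to plate controls, in a single-dose primary screen at 18.75 µM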
CaV13 FRET inh – Primary screen for inhibitors of IQ motif and Ca2+-dependent inactivation inhibitor domain binding in CACNA1D, Förster resonance energy transfer in living cells, …. HEK cells, CFP/YFP FRET ICDI-IQ, plate reader, 10 min; percent FRET-ratio fall versus neutral wells. inhibition, % at 12.3 µM. 0.098% of 340,000 active. AID 743397;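 active means mean replicate inhibition of at least 30% and at least 1% of replicates passing that level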;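 further: 0% = median of the neutral control wells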
MITF TRPM1 inh – reduces MITF-dependent TRPM1 promoter luciferase signal; SK-MEL-5 TRPM1 promoter luciferase, 24 h; inhibition, % at 12.5 µM; 0.83% of 330,000 active; AID 488899;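 active means mean inhibition across replicates of 60% or more, whatever share of single replicates reaches that level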; further: values of inactives mirror those of a sister screen read the other way
* marks the source's active call; other numbers are inactive results; . = no result given. Compounds were not picked by outcome, and some 3.9% of all compounds hit somewhere here.

SMILES	Shn3 inh set2	PDI inh	hiPSC survival	HTR2A ag	NR2E3 ag-1	Peg3 promoter	H9c2 protect	NR2E3 ag-2	HIF-2a block	CaV13 FRET inh	MITF TRPM1 inh
CC(C)(C)NC(=O)Cn1c(SCC(N)=O)nc2ccccc21	-5	-1	-0.3	1	6	11	20	5	8	-5	-3
OCCN1CCN(c2cc(-c3ccccc3)c3ccccc3n2)CC1	8	8	-2.4	-3	7	-13	8	2	-2	-3	6
Cc1cccc(N(CC(=O)NCCc2ccccc2)C(=O)c2csnn2)c1	10	8	-0.6	0	-26	7	0	0	0	-3	4
COc1ccc(-c2nnc(SCC(=O)c3cccs3)o2)cc1	-68	1	-1.9	-1	-62	-310	-8	1	-218	0	-80
COc1ccc([N+](=O)[O-])cc1/C=N/Nc1nc(N2CCCCC2)nc(N2CCCCC2)n1	39	-3	1.1	-1	-14	29	-2	2	15	-5	-2
N#Cc1cccc(C(=O)N(CCc2ccccc2)Cc2cccs2)c1	-2	0	-0.7	-2	-12	24	4	1	4	-3	3
CC(C)n1nc(C(=O)Nc2ccc3c(c2)OCO3)c2ccccc2c1=O	-16	-7	-0.3	3	-42	-128	7	-1	-141	-2	-14
CCc1nc2c(OCc3ccccc3C(=O)OC)cccn2c1N(C)C(=O)c1cccc(OC)c1	-13	18	-1.9	-6	25	10	1	.	2	-5	.
COc1ccc(NS(=O)(=O)c2cccc(C(=O)N3CCN(Cc4cc(OC)ccc4OC)CC3)c2)cc1	5	-4	-0.2	10	-7	13	-7	-1	6	-11	5
CC1CN(C(=O)C2CCCN2S(=O)(=O)c2ccc(Cl)cc2)CC(C)O1 (configuration not stated)	2	-2	1.0	4	-10	11	0	3	-9	-8	-2
Cn1cccc1C(=O)OCC(=O)Nc1ccc2[nH]c(=O)[nH]c2c1	-18	4	1.6	-2	-10	1	1	.	8	-6	1
CC(C)c1ccccc1NC(=O)COC(=O)c1cccnc1	-1	-2	0.1	5	-20	11	1	-1	10	-2	11
Cc1ccc(S(=O)(=O)n2nc(-c3cccnc3)nc2N)cc1	-4	-1	-3.1	0	-16	7	1	2	17	-4	-2
CN1CCN(C(N)=NC(=O)c2ccccc2)CC1	-21	-2	2.3	12	20	-5	14	-1	15	-2	-1
Cn1nnnc1SCCNC/C=C/c1ccccc1	8	5	-1.9	-3	1	-2	0	1	3	-7	-2
O=S(=O)(Nc1cccnc1)c1ccc2c(c1)OCCO2	10	17	7.8	-1	-2	-7	1	1	3	.	4
COc1ccc(OCC(O)CNC(=O)Nc2cc(C)cc(C)c2)cc1 (configuration not stated)	17	14	-0.3	0	-5	10	-5	-5	11	-2	0
CCOC(=O)c1[nH]c(=O)[nH]c1CSc1ccccn1	-5	-9	2.5	0	-16	0	-1	1	14	-7	-8
Cc1ccc(CSc2sc(C(=O)c3ccccc3)c(N)c2C#N)cc1	2	10	0.2	-3	-14	-76	-4	3	-38	-3	-11
CCc1cccc(NC(=O)Cn2ncn3c(cc4ccccc43)c2=O)c1	13	-7	-1.2	1	5	19	-6	-2	17	-9	10
NNC(=O)C1COc2cc3ccccc3cc2O1 (configuration not stated)	-26	5	-0.6	4	-17	-1	4	3	12	-5	16
CCN1CCN(S(=O)(=O)c2ccc(Cl)c(C(=O)Nc3nnc(CC(C)C)s3)c2)CC1	21	-1	7.5	0	6	1	-1	-6	-1	-4	13
Cc1c(C)n2c3c(cccc13)CC2	-2	-2	-0.7	-1	-4	4	4	1	14	-5	13
COc1ccc(OCCn2cc(/C=C(\C#N)C(=O)NCc3ccco3)c3ccccc32)cc1	-11	0	-2.9	11	-3	31	-14	1	30	-2	-8
CC(C)CC(NC(N)=O)C(=O)Nc1ccc(Oc2ccccc2)cc1 (configuration not stated)	25	-2	-0.6	-3	-10	15	-14	3	26	-4	10
Cc1cc(C2=NNC(=NC3CCCCC3)SC2)c(C)n1-c1c(C)n(C)n(-c2ccccc2)c1=O	-13	-1	-0.1	3	-48	1	5	2	7	-5	0
COC(=O)/C(=C(O)\C=C\c1ccccc1[N+](=O)[O-])c1nc2ccccc2[nH]1	-19	1	0.4	-5	-20	-10	68*	2	-84	-5	-1
Cc1ccc(NC(=O)CSc2nnc3ccccn23)cc1S(=O)(=O)N1CCOCC1	-2	-8	-0.4	2	-1	1	5	0	16	-4	-14
C=CCNC(=O)c1onc(CSc2cccc3ccccc23)c1C(=O)O	8	8	-0.8	1	7	-17	-1	-2	5	-4	11
Cn1c(=O)[nH]c(=O)c2c1nc(CN1CCOCC1)n2CCc1ccccc1	-34	11	-0.2	-3	-26	14	3	3	-5	-6	4
COC(=O)c1ccccc1NC(=O)C1CCN(S(=O)(=O)c2cc(OC)ccc2OC)CC1	7	-2	0.2	-1	-1	15	16	1	20	-4	-8
O=C(NCCO)NC(=S)c1ccccc1	5	-20	1.6	4	-2	9	3	4	0	-4	-1
CN(C)c1ccc(/C=N\S(=O)(=O)c2ccccc2)cc1	-25	11	1.0	2	-15	2	-6	-1	6	-5	4
COC(=O)CN1C(=S)N(c2ccc(OC)cc2)C(=O)/C1=C/c1ccc(OC)cc1	13	-12	0.1	3	23	27	-1	1	25	-25	-15
CCCSc1ccc([C@H]2N[C@@](C)(C(=O)OC)[C@H]3C(=O)N(C)C(=O)[C@@H]23)cc1OC	-6	-1	3.3	5	3	16	1	4	0	-10	-5
Cc1cccc(Nc2nc(N)c(C#N)c(CC#N)c2C#N)c1	-26	5	2.9	7	-27	5	4	2	13	-6	-14
CC(=O)N1CCN(c2nnc(-c3ccc(C)cc3)c3ccccc23)CC1	-12	-4	-0.4	-2	-20	-18	1	2	-2	-21	17
O=S(=O)(Nc1nc2ccc(Cl)cc2s1)c1cccs1	-11	1	0.0	9	-60	-63	-7	3	-70	.	9
CC(=O)Nc1ccc2sc(NC(=O)CN3CCOCC3)nc2c1	-7	-2	0.0	6	8	16	1	.	3	-5	23
CCOc1cc(N2CCOCC2)c(OCC)cc1NC(=O)c1cc(S(=O)(=O)N2CCOCC2)ccc1F	10	-28	-0.3	-3	-14	22	-1	.	14	-5	13
COCC(C)N1CC(O)=C(c2nc(-c3ccc(Cl)cc3)cs2)C1=N (configuration not stated)	6	-8	0.5	-1	-7	19	-2	2	3	7	3
Cc1cc(C)c(C)c(S(=O)(=O)N2CCN(Cc3nc4ccccc4[nH]3)CC2)c1C	16	12	-0.7	-8	-7	22	12	0	11	-9	17
O=C(CSc1ccc2ccccc2c1)NCc1cccs1	26	-2	0.4	-3	5	-36	-9	0	-88	-5	-23
O=C(C1CCCC1)N1CCCC(Nc2ccc(F)cc2)C1 (configuration not stated)	2	0	-0.3	-6	-6	11	-6	3	9	-5	8
CCOC(=O)C1(CCOC)CCN(Cc2ccccc2-c2ccco2)CC1	2	-1	2.1	-3	-4	5	4	4	0	-2	5
Cn1c(=O)n(C)c2cc([N+](=O)[O-])c(N3CCN(S(=O)(=O)c4ccc5ccccc5c4)CC3)cc21	40	-4	-0.8	2	18	-4	-10	2	18	.	7
CCc1cc(Cn2nc(-c3ccccc3)cc2C(=O)O)on1	-2	3	-0.7	2	-21	6	5	1	10	-10	5
Cc1ccc2c(c1)C(c1ccccc1)N(C(=O)c1cc3ccccc3oc1=O)CC(=O)N2 (configuration not stated)	-15	13	5.2	-3	-3	6	20	4	31	-6	.
COc1cc(CCN(C(C)=O)C2C(=O)Nc3ccccc3N=C2c2ccc3c(c2)OCO3)cc(OC)c1 (configuration not stated)	7	.	-0.9	-2	-2	10	7	.	-23	-4	.
Cc1sc(NC(=O)CSc2nnc(CCNC(=O)c3cccs3)n2C)nc1-c1ccccc1	10	2	1.5	0	-7	-34	14	0	-44	-5	-2
O=C(NNC(=S)Nc1ccc(Br)cc1)c1ccccc1Br	-55	-7	0.1	-9	-68	-70	-12	.	-128	.	-25
CCn1cc(Br)c(C(=O)Nc2ccc(F)cc2F)n1	-100	7	0.6	3	-50	-103	13	0	-130	-4	-28
COc1ccc(CN2C[C@@H](CO)O[C@@H](n3cnc4c(NCCCO)ncnc43)C2)cc1	-1	-5	-3.0	0	-2	1	8	.	9	-9	.
CN(C(=O)COC(=O)COc1ccc(Cl)cc1Cl)c1c(N)n(Cc2ccccc2)c(=O)[nH]c1=O	-6	-1	1.4	1	-15	4	1	1	8	-6	7
O=C(CSc1nc2ccc(Nc3nc(N4CCCC4)nc(N4CCCC4)n3)cc2s1)NCc1ccco1	5	-1	-0.5	1	9	3	6	-1	12	-5	-3
O=C(CSc1nc2ccccc2o1)c1ccccc1	5	-6	-3.5	-5	-26	-217	-7	2	-191	-5	-83
O=C1c2ccccc2[C@@H]2C[C@@H](O)[C@H](Nc3ccccc3)CCN12	-3	1	0.1	3	-2	-12	9	.	10	-6	7
C[C@@H]1CCCCO[C@@H](CN(C)Cc2ccc(Cl)c(Cl)c2)[C@@H](C)CN([C@H](C)CO)C(=O)c2cc(NC(=O)CCC(F)(F)F)ccc2O1	43	15	-2.0	0	-16	50	-8	.	-67	.	.
Cc1nnc(-n2ncc(C#N)c2N)c2nn(-c3cccc(Cl)c3)c(C)c12	2	-11	-0.6	-4	4	-2	-3	1	14	-3	4
COc1ccc(N(CC(=O)N2CCOCC2)S(C)(=O)=O)cc1Cl	8	-3	0.5	2	9	1	-1	2	6	-7	2

Further entries:
SMILES	Shn3 inh set2	PDI inh	hiPSC survival	HTR2A ag	NR2E3 ag-1	Peg3 promoter	H9c2 protect	NR2E3 ag-2	HIF-2a block	CaV13 FRET inh	MITF TRPM1 inh
Clc1ccc(-[n+]2c(-c3cccc(Br)c3)[nH]c3nc4ccccc4nc32)cc1	3	-8	-0.8	0	-3	-8	6	0	-9	-1	-10
COc1ccc(CS(=O)(=O)CC(C)(O)c2ccccc2Cl)cc1 (configuration not stated)	-29	-9	1.9	0	-19	11	0	-1	21	-3	-2
CN(CCOc1ccccc1)C(=O)C1CCC(=O)N(CCc2ccc(Cl)cc2)C1 (configuration not stated)	-29	8	0.4	6	-54	-180	-4	.	-174	.	-42
Cc1ccc(C2CC(=O)C=C(Nc3ccc(Cl)cc3)C2)cc1 (configuration not stated)	15	-4	-0.3	-8	-18	5	-10	0	12	-3	0
Cc1ccnc(NS(=O)(=O)c2ccc(NC(=O)CCc3ccccc3)cc2)n1	-6	-11	-0.4	10	3	22	-2	2	3	-3	-6
CCc1cccc(NC(=S)Nc2cccc3ccccc23)c1	-28	0	-0.5	-3	-24	-31	-6	-1	-73	-3	18
